Source: PubChem BioAssay (several laboratories)
PMI inhibition: MPI inhibition at elevated mannose 6-phosphate – biochemical, fluorescence intensity, high mannose 6-phosphate, primary screen (AID 1220); recombinant PMI enzyme, coupled fluorescence intensity; higher % means a stronger effect; inhibition, % at 20 µM; hits with a dose series show IC50 in µM; actives 0.66% (n = 190,000)
CSM14.1 death rescue: rescue of cells from ER stress-induced death, primary screen, 384-well, CSM14.1, thapsigargin, ATP luminescence (AID 1222); CSM14.1 thapsigargin-induced death rescue, ATP luminescence; higher % means a stronger effect; one-dose cellular ATP content (survival), % at 20 µM; EC50 in µM for titrated hits; 190,000 tested, under 10 active;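 active = EC50 below 50 µM in the dose-response confirmation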;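 note: death triggered by thapsigargin at about 15 µM added after 2 h compound pretreatment; cell ATP read after overnight thapsigargin exposure of roughly 18 to 22 hours; normalized against plate controls of thapsigargin alone and 5% DMSO vehicle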
P. falciparum M17LAP: P. falciparum M17LAP inhibitors, primary screen, biochemical, fluorogenic H-Leu-NHMec substrate, 1536-well (AID 1619); actives 0.38% (n = 220,000); recombinant M17LAP, H-Leu-NHMec fluorogenic kinetic assay; higher % means a stronger effect; one-dose inhibition, % at 30 µM; IC50 in µM for titrated hits;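 active = compound inhibiting the enzyme by more than half at any dose during confirmatory dose-response retesting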;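 note: plate controls were full reaction with DMSO carrier for no effect and no enzyme background for full effect; strong numbers were not always called active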
Myeloid diff MLP: promotes myeloid progenitor differentiation. ER-HoxA9 myeloid progenitors, lysozyme-GFP differentiation, flow cytometry. AID 624256. actives 1% (n = 360,000). calls only at 10 µM;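 active = normalized GFP-positive differentiation at or above the plate's own cutoff, the solvent-only control mean plus 3 SD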;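 note: cells exposed to compound for four days before flow analysis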
LYP phosphatase: PTPN22 lymphoid phosphatase activity blockers – biochemical, fluorescence intensity, uHTS (AID 1779); recombinant LYP phosphatase, fluorescence intensity; higher % means a stronger effect; actives 0.054% (n = 290,000); one-dose inhibition, % at 11.5 µM; IC50 in µM for titrated hits;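 note: plate controls were vehicle with enzyme for no effect and no enzyme for full effect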
human PMI inhibition: MPI enzyme activity inhibition – biochemical, fluorescence intensity, coupled assay, primary screen (AID 1209) | purified PMI enzyme, coupled fluorescence intensity; higher % means a stronger effect | actives 0.42% (n = 190,000) | inhibition, % at 20 µM; hits with a dose series show IC50 in µM;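 note: plate controls were DMSO vehicle for no effect and wells lacking substrate for full effect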
TNAP activation fold: stimulation of alkaline phosphatase TNAP activity – biochemical, luminescent, no phosphate acceptor, uHTS, primary screen (AID 1001). activation fold at 20 µM; hits with a dose series show EC50 in µM. purified TNAP, luminescent activation assay, no phosphate acceptor; higher activation fold means a stronger effect. actives 0.03% (n = 200,000); in the data active = activation fold from about 3, or a potency from the dose series; inactive = the rest, 99 in 100 with activation fold below about 1.6; note: many of its hits are not listed in these tables
XIAP antagonists: XIAP antagonists, biochemical, IAP family, fluorescence polarization (AID 1018). XIAP BIR domain, fluorescence polarization peptide displacement; higher % means a stronger effect. displacement, % at 20 µM, or IC50 in µM where a hit was titrated. actives 0.007% (n = 200,000); in the data active = displacement above about 50%; note: a part of the inactive calls stands beside numbers as strong as those of hits
M1AAP inhibition: malaria alanyl aminopeptidase activity blockers – biochemical, fluorogenic H-Leu-NHMec substrate, 1536-well (AID 1445); one-dose inhibition, % at 30 µM; IC50 in µM for titrated hits; actives 0.42% (n = 220,000); recombinant M1AAP, H-Leu-NHMec fluorogenic kinetic assay; higher % means a stronger effect;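 active = primary inhibition above the hit cutoff, then over 50% inhibition at one or more dose response concentrations, cut at about 23% in these data, passing the limit was not always enough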;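 note: plate controls were DMSO full reaction for no effect and no enzyme background for full effect; strong numbers were not always called active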
Myeloid diff MLP GFP+ MAC1+ %: recorded beside Myeloid diff MLP, whose call it bears; GFP+ MAC1+ double positive, %; measured here: differentiation confirmed by MAC1 staining
Active calls of the source: *; i = inactive; x = no result given. Cut-off read from the data, not from the text of the source, unless noted: active = inhibition above about 50%; inactive = the rest.

The opening two entries as a preview:
1. COC(=O)C1C(c2ccccc2)C(C(=O)OCc2ccco2)C1c1ccccc1 (stereo not drawn)
2. O=c1oc2ccccc2cc1-c1ccccc1

entry no.	1	2
PMI inhibition	-2.7%	1.8%
CSM14.1 death rescue	1.2%	-1.7%
P. falciparum M17LAP	20.3%	-2.1%
Myeloid diff MLP	i	i
Myeloid diff MLP GFP+ MAC1+ %	1.7	0.2
LYP phosphatase	0.5%	-8.3%
human PMI inhibition	4.5%	-3.0%
TNAP activation fold	1.1	1.1
XIAP antagonists	2.0%	-1.9%
M1AAP inhibition	-1.6%	-1.3%

The list itself, from the start:
1. COC(=O)C1C(c2ccccc2)C(C(=O)OCc2ccco2)C1c1ccccc1 (stereo not drawn)
2. O=c1oc2ccccc2cc1-c1ccccc1
3. O=C(COC(=O)c1ccc(NS(=O)(=O)c2ccc(F)c(F)c2)cc1)NCC1CCCO1 (stereo not drawn)
4. COc1ccc(C2CC(c3ccccc3)=NN2c2ccc(/C=N/NC(=O)c3ccncc3)cc2)cc1 (stereo not drawn)
5. COc1cc(CN2CCN(CCc3ccccc3)C(CCO)C2)cc(OC)c1 (stereo not drawn)
6. CC(OC(=O)c1snc(C(=O)NC2CCCCC2)c1N)C(=O)NC1CCCCC1 (stereo not drawn)
7. Cc1cc(C)cc(NC(=O)C/C(N)=N/O)c1
8. CC(C)c1ccccc1OCC(=O)NC1CCCc2ccccc21 (stereo not drawn)

entry no.	1	2	3	4	5	6	7	8
PMI inhibition	-2.7%	1.8%	-10.0%	-14.1%	-14.6%	-13.3%	-2.8%	9.2%
CSM14.1 death rescue	1.2%	-1.7%	-5.3%	32.9%	3.0%	-4.5%	-1.2%	-1.2%
P. falciparum M17LAP	20.3%	-2.1%	-3.1%	-0.8%	3.7%	16.6%	8.8%	7.1%
Myeloid diff MLP	i	i	i	i	i	i	i	i
Myeloid diff MLP GFP+ MAC1+ %	1.7	0.2	0.7	1.5	1.0	0.7	1.5	1.0
LYP phosphatase	0.5%	-8.3%	-0.2%	2.7%	-6.9%	-9.7%	-1.2%	1.3%
human PMI inhibition	4.5%	-3.0%	-9.6%	-4.7%	-0.1%	-9.3%	-5.7%	15.5%
TNAP activation fold	1.1	1.1	1.2	0.8	1.1	1.1	1	1
XIAP antagonists	2.0%	-1.9%	-1.3%	-6.1%	-7.0%	33.8%	-9.6%	-6.4%
M1AAP inhibition	-1.6%	-1.3%	-0.8%	1.4%	1.9%	1.6%	6.8%	6.5%

9. CCc1cc[n+](CC(=O)Nc2ccc(Cl)cc2Cl)cc1
10. CC(=O)C1=C(O)C(=O)N(CCC(=O)O)C1c1cccc(F)c1 (stereo not drawn)
11. CC(C)c1ccc(N(C(=O)c2cc3ccccc3oc2=O)C2C=CS(=O)(=O)C2)cc1 (stereo not drawn)
12. COC(=O)C1=C(O)/C(=C\c2cc(C)n(-c3ccccc3F)c2C)N=C1C
13. O=C(c1csc2ccccc12)N1CCN(c2ccccn2)CC1
14. C[C@H]1[C@H](C)CC[C@]2(C(=O)O)CC[C@]3(C)C(=CC[C@@H]4[C@@]5(C)CC[C@H](O)C(C)(C)[C@@H]5CC[C@]43C)[C@H]12
15. CN(Cc1nc(C(c2ccccc2)c2ccccc2)no1)CC1COCCO1 (stereo not drawn)
16. Cc1c(Cl)c([N+](=O)[O-])nn1CCCC(=O)Nc1cccc(Cl)c1Cl

entry no.	9	10	11	12	13	14	15	16
PMI inhibition	-5.8%	-38.5%	4.5%	-51.6%	-5.6%	x	x	0.4%
CSM14.1 death rescue	0.0%	-1.8%	-2.9%	-1.3%	-0.8%	x	-0.7%	-2.7%
P. falciparum M17LAP	-3.3%	5.6%	8.7%	17.6%	-0.6%	5.6%	17.0%	-0.8%
Myeloid diff MLP	i	i	i	i	i	i	i	i
Myeloid diff MLP GFP+ MAC1+ %	0.1	6.7	1.2	0.3	1.1	1.4	0.0	1.5
LYP phosphatase	2.0%	0.6%	1.7%	-4.5%	4.4%	-6.3%	-1.2%	-0.2%
human PMI inhibition	-7.2%	-15.4%	9.3%	-60.5%	-9.1%	x	x	6.4%
TNAP activation fold	1	1.1	1.2	1	1	x	1.1	1.2
XIAP antagonists	-4.8%	-5.9%	-7.7%	-42.5%	-3.2%	x	-0.7%	-4.7%
M1AAP inhibition	4.0%	3.5%	9.5%	22.9%	6.4%	4.1%	-3.7%	-1.2%

17. Cc1ccc(-n2c(C)cc(C(=O)COC(=O)C3=NNC(=O)CC3)c2C)cc1
18. CCOc1cc(/C=N/NC(=O)CSc2cccc3cccnc23)ccc1O
19. CCC(C)(C)c1ccc(Oc2ccc(NC(=O)COC(=O)C3=COCCO3)cc2)cc1
20. Cc1ccc(C)c(C(=O)CCC(=O)NCc2ccc(Cl)cc2)c1
21. COC(=O)N/N=C/c1cc(N=Nc2ccccc2)ccc1O
22. Cc1cc2ncn(/N=C/c3cc(Br)ccc3O)c2cc1C
23. O=C(O)c1ccc(CSc2nnnn2C2CCCCC2)cc1
24. Cc1ccc(Nc2nc(C)c3c(n2)CC(C)CC3=O)c(C)c1 (stereo not drawn)

entry no.	17	18	19	20	21	22	23	24
PMI inhibition	3.0%	5.5%	-1.9%	3.7%	x	-5.6%	7.7%	x
CSM14.1 death rescue	-4.2%	0.4%	-0.2%	-6.8%	x	0.6%	-3.8%	x
P. falciparum M17LAP	30.1%	-5.9%	13.3%	1.2%	-8.3%	6.9%	5.3%	14.6%
Myeloid diff MLP	i	i	i	i	i	x	i	i
Myeloid diff MLP GFP+ MAC1+ %	0.9	0.2	1.0	0.4	0.1	x	0.5	0.5
LYP phosphatase	0.4%	0.7%	-5.7%	-3.7%	-0.6%	-7.9%	0.3%	-3.0%
human PMI inhibition	8.5%	5.1%	14.3%	6.2%	x	0.1%	7.6%	x
TNAP activation fold	1.1	1.1	1.1	1.1	x	1.1	1	x
XIAP antagonists	-0.4%	-4.6%	-10.8%	-2.1%	x	-9.1%	-6.5%	x
M1AAP inhibition	2.3%	13.3%	7.3%	1.1%	6.9%	-0.1%	1.6%	10.6%

25. CCOc1cc(S(=O)(=O)N2CCN(c3ccc(F)cc3)CC2)c(OCC)cc1-n1cnnn1
26. COc1ccc(C(C)C)cc1S(=O)(=O)Nc1ccncc1
27. CCOC(=O)c1c(NC(=O)c2ccco2)n(C2CCCCC2)c2nc3ccccc3nc12
28. Cc1noc(C)c1COC(=O)[C@H](C)NS(=O)(=O)c1ccc(Cl)c(Cl)c1
29. Cc1nnc(SCC(=O)Nc2ccc3c(c2)OCCO3)n1CC1CCCO1 (stereo not drawn)
30. CC(C)Oc1ccc(N2CC(C(=O)Nc3ccc(N4CCOCC4)cc3)CC2=O)cc1 (stereo not drawn)
31. CC1CCC2(CC1)C(Nc1cccc(Cl)c1)=NC(=S)N2CC#N (stereo not drawn)
32. COCc1nnc(NC(=O)c2cc(C(=O)OC)cc([N+](=O)[O-])c2)s1

entry no.	25	26	27	28	29	30	31	32
PMI inhibition	12.6%	-16.1%	x	3.2%	-7.5%	16.1%	-2.0%	-15.2%
CSM14.1 death rescue	1.1%	-1.0%	-1.1%	5.0%	-1.7%	-1.9%	-1.4%	-1.1%
P. falciparum M17LAP	-2.4%	6.8%	-11.7%	-9.9%	21.6%	-0.9%	7.7%	6.4%
Myeloid diff MLP	i	i	x	i	i	i	i	i
Myeloid diff MLP GFP+ MAC1+ %	5.6	0.2	x	1.5	0.8	1.6	1.3	0.8
LYP phosphatase	0.2%	-11.9%	-1.4%	-9.6%	-9.8%	-7.6%	-7.2%	-1.2%
human PMI inhibition	9.4%	-15.3%	48.5%	-0.3%	-5.4%	13.0%	-2.7%	-3.3%
TNAP activation fold	1.1	1	1.2	1	1.1	1.1	1.1	1.1
XIAP antagonists	-4.9%	-3.7%	-0.4%	2.4%	-4.0%	-7.1%	-5.8%	0.9%
M1AAP inhibition	1.4%	-6.2%	10.8%	5.0%	5.2%	2.5%	1.0%	-2.7%

33. COc1cc(OC)cc(-n2c3nc4ccccc4nc3c3c(=O)n(CC4CCCO4)cnc32)c1 (stereo not drawn)
34. O=C(/C=C/c1ccc([N+](=O)[O-])cc1)NCc1cccnc1
35. Cc1ccccc1-n1nc(C)c2cc(C(=O)N3CCN(S(=O)(=O)c4ccc(F)cc4)CC3)sc21
36. CCOc1ccccc1-n1c(SCC(=O)N2CCCC2)nnc1-c1ccc(O)cc1
37. CC(=O)NC(CC(=O)N(C)Cc1c(F)cccc1Cl)c1ccccc1 (stereo not drawn)
38. O=C(Cn1cnc2ccccc2c1=O)N1CCc2ccccc2C1
39. CCCCNC(=O)c1cc2c(=O)n3cccc(C)c3nc2n(Cc2ccncc2)c1=N
40. CCN(C(=O)COC(=O)c1n[nH]c2ccccc12)C1CCS(=O)(=O)C1 (stereo not drawn)
41. CCn1c(Cc2ccccc2)nnc1SCC(=O)Nc1cc(C)on1
42. COc1ccc(NC(=O)C2=C(C)NC(=O)NC2c2cccs2)c(OC)c1 (stereo not drawn)

entry no.	33	34	35	36	37	38	39	40	41	42
PMI inhibition	6.0%	-10.9%	13.5%	-17.7%	-11.4%	-1.2%	14.0%	-15.7%	-7.3%	14.7%
CSM14.1 death rescue	-0.5%	2.5%	-2.2%	-2.1%	0.2%	0.4%	-3.4%	-2.2%	-0.8%	0.3%
P. falciparum M17LAP	x	1.6%	-10.2%	-5.2%	12.4%	25.4%	-56.5%	-13.3%	12.7%	2.2%
Myeloid diff MLP	x	i	i	i	i	i	i	i	i	i
Myeloid diff MLP GFP+ MAC1+ %	x	0.8	16.7	4.5	0.6	0.2	0.8	0.5	0.4	0.1
LYP phosphatase	1.4%	5.6%	-0.9%	-8.0%	-6.5%	-10.5%	-42.7%	-8.2%	-10.6%	-2.3%
human PMI inhibition	3.6%	-3.9%	16.8%	-11.6%	-8.3%	-1.4%	11.5%	-18.5%	-6.5%	13.5%
TNAP activation fold	1.1	1	1.1	1	1.1	1	1.1	0.6	1	1.1
XIAP antagonists	-4.5%	-4.6%	-1.0%	-4.9%	-0.1%	1.7%	-2.5%	-6.0%	-4.6%	-7.7%
M1AAP inhibition	x	3.6%	4.1%	2.9%	3.3%	1.3%	4.5%	-1.7%	5.1%	5.0%

One compound at a time, from the list above:
Cc1ccccc1-n1nc(C)c2cc(C(=O)N3CCN(S(=O)(=O)c4ccc(F)cc4)CC3)sc21 as listed: PMI inhibition = 13.5%; CSM14.1 death rescue = -2.2%; P. falciparum M17LAP = -10.2%; Myeloid diff MLP = i; Myeloid diff MLP GFP+ MAC1+ % = 16.7; LYP phosphatase = -0.9%; human PMI inhibition = 16.8%; TNAP activation fold = 1.1; XIAP antagonists = -1.0%; M1AAP inhibition = 4.1%
O=C(/C=C/c1ccc([N+](=O)[O-])cc1)NCc1cccnc1 as listed: PMI inhibition = -10.9%; CSM14.1 death rescue = 2.5%; P. falciparum M17LAP = 1.6%; Myeloid diff MLP = i; Myeloid diff MLP GFP+ MAC1+ % = 0.8; LYP phosphatase = 5.6%; human PMI inhibition = -3.9%; TNAP activation fold = 1; XIAP antagonists = -4.6%; M1AAP inhibition = 3.6%

Not a hit list; about 2.7% have a hit in one of these screens.
